Compound activity (PubChem)
MEKK2 mut-MEK5: signal of MEK5 binding to mutant human MEKK2 PB1 domain; bead flow cytometry, Alexa488-MEK5 binding to MEKK2 mutant; percent response, % at 10 µM; 290,000 compounds, 0.35% hits; in the data active means percent response above about 24%, passing the limit was not always enough; further: inactives centre near 1; some results filed as inactive read as strong as hits; reference of the scale not given here
FID counter: displaces DNA intercalator in HCV helicase counter-screen; inhibition, % at 7.9 µM; 290,000 compounds, 0.17% hits; DNA fluorescent intercalator displacement, fluorescence; AID 1845; in the data active means inhibition above about 37%;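 further: 0% = vehicle and 100% = reference compound; higher means more ethidium bromide displaced from hairpin DNA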
HCV NS3 hel inh: inhibitors of Hepatitis C virus NS3 helicase; NS3 helicase DNA unwinding, Cy5 molecular beacon fluorescence; inhibition, % at 10.9 µM; 290,000 compounds, 0.56% hits; AID 1800;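 active means inhibition above the mean of all tested compounds plus 3 SD, set per campaign, cut at about 35% in these data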;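 further: 0% = DMSO wells and 100% = thioflavine S control wells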
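Test system: hepatitis C virus NS3 helicase domain fragment enzyme. Also added: annealed dual-labelled DNA beacon duplex, ATP-started. Timing: 60 min unwinding reaction at 25 °C after ATP addition. Technique: Cy5 fluorescence. Measure: % inhibition of unwinding.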
CRFR2-BP antag: blocks CRF-induced signaling of the CRF-BP/CRF-R2 complex; HEK293 CRF-R2/CRF-BP, CRF-induced calcium fluorescence; inhibition, % at 11.8 µM; AID 588475; 350,000 compounds, 0.59% hits;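 active means inhibition of the ligand-induced calcium signal above about 50% at the single tested concentration, limit read from the data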
MEKK2 WT-MEK5: raises or lowers MEK5 binding to wildtype human MEKK2 PB1 domain; bead flow cytometry, Alexa488-MEK5 binding to MEKK2 WT; actives lie on both sides; binding response (% of control), % at 10 µM; 290,000 compounds, 1.1% hits; AID 1531; in the data active means binding response below about 67% or above about 130%
CRFR2-BP ag: CRF-BP/CRF-R2 complex agonism. AID 588473. 350,000 compounds, 0.46% hits. HEK293 CRF-R2/CRF-BP, calcium dye fluorescence (FLIPR); percent of saturating CRF peptide response. activation, % at 13.2 µM;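 active means activation of at least 50%, plus an integration ratio under a set limit after plate pattern correction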;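 further: plate controls were neutral control wells without compound for no effect and CRF at EC100 for full effect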
MEKK3 PB1 HTS: MEKK3-MEK5 PB1 interaction, increase or decrease. Q99759. bead-based flow cytometry, Alexa488-MEK5 binding to MEKK3; actives lie on both sides; 0 = blocked by unlabeled MEK5, 100 = vehicle. binding response (% of control), % at 10 µM. 290,000 compounds, 1.4% hits. AID 1529;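 active means binding response more than 3 SD above or below the average of its plate-row segment, actives on both sides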;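 further: Alexa488 bead fluorescence after subtracting the streptavidin-only scavenger bead signal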
Target sequence (Q99759 whole entry, looked up): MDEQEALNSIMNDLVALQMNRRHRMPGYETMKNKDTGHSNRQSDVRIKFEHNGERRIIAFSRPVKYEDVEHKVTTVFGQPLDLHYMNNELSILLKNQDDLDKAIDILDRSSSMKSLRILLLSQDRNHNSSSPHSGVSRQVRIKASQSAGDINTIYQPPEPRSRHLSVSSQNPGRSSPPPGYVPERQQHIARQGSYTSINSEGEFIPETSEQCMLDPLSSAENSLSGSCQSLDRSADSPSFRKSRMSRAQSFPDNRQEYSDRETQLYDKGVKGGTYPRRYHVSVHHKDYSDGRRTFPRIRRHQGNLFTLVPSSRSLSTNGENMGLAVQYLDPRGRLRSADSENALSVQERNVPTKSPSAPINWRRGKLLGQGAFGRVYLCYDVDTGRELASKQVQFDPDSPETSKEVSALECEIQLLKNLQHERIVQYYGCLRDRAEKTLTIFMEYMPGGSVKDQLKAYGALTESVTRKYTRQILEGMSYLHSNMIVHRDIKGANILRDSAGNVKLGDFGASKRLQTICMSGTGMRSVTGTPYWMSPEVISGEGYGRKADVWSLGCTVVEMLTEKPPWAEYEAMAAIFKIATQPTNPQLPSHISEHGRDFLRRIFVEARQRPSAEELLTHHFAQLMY
GalR3 antagonist: antagonists of human GalR3; HEK293 GalR3-CNG cAMP membrane potential fluorescence; galR3 body fused to GalR1 C-terminus; inhibition, % at 3 µM; 360,000 compounds, 0.44% hits;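 active means inhibition above the screen-wide average plus 3 SD, cut at about 13% in these data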;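 further: forskolin and galanin both at EC90 stimulate the cells; cAMP rise reported by CNG channel membrane potential dye signal; 0% = forskolin plus galanin with DMSO and 100% = forskolin alone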
Target sequence (O60755 1-299 limits assumed): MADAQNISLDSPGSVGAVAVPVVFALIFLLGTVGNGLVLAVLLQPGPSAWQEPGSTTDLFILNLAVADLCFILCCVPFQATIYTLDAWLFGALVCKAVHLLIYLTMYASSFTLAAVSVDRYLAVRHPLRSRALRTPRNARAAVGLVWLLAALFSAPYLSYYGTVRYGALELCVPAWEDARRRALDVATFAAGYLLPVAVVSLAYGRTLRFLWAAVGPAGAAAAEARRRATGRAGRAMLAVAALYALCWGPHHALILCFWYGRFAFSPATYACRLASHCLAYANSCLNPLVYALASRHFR
SUMO HTRF inh: inhibitors of human SUMOylation (UBC9) | AID 2006 | P63279 | inhibition, % at 35 µM | 290,000 compounds, 0.36% hits | HTRF SUMOylation assay, SAE1/SAE2 + UBC9, in vitro; in the data active means inhibition above about 50%, passing the limit was not always enough; further: strong numbers were not always called active
Target sequence (P63279 whole entry, looked up): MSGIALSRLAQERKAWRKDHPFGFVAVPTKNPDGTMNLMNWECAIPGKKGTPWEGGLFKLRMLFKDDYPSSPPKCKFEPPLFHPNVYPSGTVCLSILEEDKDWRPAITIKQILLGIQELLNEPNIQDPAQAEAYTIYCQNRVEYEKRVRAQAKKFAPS
Starred values were filed as active, the others as inactive; / = no result given. An excerpt; rates above refer to the full screens.

SMILES	MEKK2 mut-MEK5	FID counter	HCV NS3 hel inh	CRFR2-BP antag	MEKK2 WT-MEK5	CRFR2-BP ag	MEKK3 PB1 HTS	GalR3 antagonist	SUMO HTRF inh
CCN1c2ccccc2NC2C1C(C(C)=O)C(=O)N2c1ccc(Cl)cc1 (centres undefined)	73*	-7	-1	-26	59*	5.5	93	-10	22
O=C1C=C(c2ccc(F)nc2)CCC1	-1	/	/	-17	104	-0.2	101	1	/
COCCNc1nc(-c2cc(-c3ccccc3)on2)cc(C(C)C)n1	1	/	/	4	105	-1.1	108	0	-5
Cc1ccc(NC(=O)C2=C(O)c3sccc3N(C)S2(=O)=O)cc1	1	-8	5	35	101	-1.9	100	-5	-5
Cc1ccc(-c2cc(C(F)(F)F)n3ncc(C(=O)N4CCN(C)CC4)c3n2)cc1	-1	4	7	-3	100	-3.2	99	1	33
Cc1cccc(Cc2c(C)nc3c(C(=O)NCc4ccco4)cnn3c2C)c1	2	-10	-2	36	103	-2.0	102	-8	9
O=C(Cn1cnc2c(nnn2Cc2ccc(F)cc2)c1=O)NCC1CCCO1 (centres undefined)	1	-1	2	4	80	-1.6	78	-1	-12
COCCn1c(CN2CCN(c3ccc(OC)cc3)CC2)nc2c1c(=O)n(C)c(=O)n2C	-10	-14	-1	21	80	-0.5	74	-2	-15
NC(=O)c1cc(S(=O)(=O)Nc2cccc(F)c2)co1	0	-2	1	8	101	-0.9	100	1	21
CCN(c1ccccc1)c1cc2ccccc2c(=O)[nH]1	-5	-1	19	7	97	-0.6	101	-8	61*
CCOC(=O)c1ccc(NC(=O)CSc2nc3c(c(=O)n2C)SC(C)C3)cc1 (centres undefined)	12	-14	-2	14	109	9.0	108	/	1
O=C(c1cccc(Br)c1)N1CCN(C(=O)c2cccc(Br)c2)CC1	3	-3	-4	0	102	-1.1	108	0	-2
Cc1cc2cc(CCNC(=O)CCc3ccccc3)c(=O)[nH]c2cc1C	1	-43	10	-8	102	-3.2	105	4	-6
CCCN1CCC(=O)N([C@H](COc2ccccc2)c2ccccc2)CC1	3	-5	10	7	107	-1.2	102	-5	12
O=C(CC1CCCCC1)NCc1ccccc1Cl	12	-17	6	18	107	-1.9	101	-10	-1
Cc1ccc(OCCCN(C)C)c(Br)c1	1	14	-2	15	102	0.7	102	-3	-2
O=C(CN1C(=O)c2ccccc2S1(=O)=O)NCc1ccccc1Cl	3	1	-4	-4	107	0.5	111	-2	1
CCS(=O)(=O)N1Cc2ccccc2CC1C(=O)OCC(=O)Nc1ccc(SC(F)F)cc1 (centres undefined)	1	-18	-10	-11	96	8.7	102	-6	-3
Cc1ccc(C(=O)C2=C(O)C(=O)N(CCN3CCOCC3)C2c2ccccn2)o1 (centres undefined)	6	-3	-4	/	109	/	109	/	25
O=C(Cn1c(NCCCO)nc2ccccc21)c1ccc(Cl)cc1Cl	2	16	-29	-6	109	-0.3	107	-8	9

Part of the list above, with values under each structure:
Values in the order – MEKK2 mut-MEK5 | FID counter | HCV NS3 hel inh | CRFR2-BP antag | MEKK2 WT-MEK5 | CRFR2-BP ag | MEKK3 PB1 HTS | GalR3 antagonist | SUMO HTRF inh
CCN1c2ccccc2NC2C1C(C(C)=O)C(=O)N2c1ccc(Cl)cc1 (centres undefined)
    73* | -7 | -1 | -26 | 59* | 5.5 | 93 | -10 | 22
Cc1ccc(C(=O)C2=C(O)C(=O)N(CCN3CCOCC3)C2c2ccccn2)o1 (centres undefined)
    6 | -3 | -4 | / | 109 | / | 109 | / | 25
Cc1ccc(OCCCN(C)C)c(Br)c1
    1 | 14 | -2 | 15 | 102 | 0.7 | 102 | -3 | -2
CCOC(=O)c1ccc(NC(=O)CSc2nc3c(c(=O)n2C)SC(C)C3)cc1 (centres undefined)
    12 | -14 | -2 | 14 | 109 | 9.0 | 108 | / | 1

(more compounds)
SMILES	MEKK2 mut-MEK5	FID counter	HCV NS3 hel inh	CRFR2-BP antag	MEKK2 WT-MEK5	CRFR2-BP ag	MEKK3 PB1 HTS	GalR3 antagonist	SUMO HTRF inh
O=C(Cc1ccc(Cl)cc1)NNC(=O)c1cnccn1	-1	-2	0	6	99	0.2	103	-9	10
O=C(O)c1ccc(N/N=C/c2c[nH]c3ccccc23)cc1	4	-6	7	8	104	-0.7	100	-6	-17
COc1ccc(S(=O)(=O)Nc2ccccc2C(=O)N2CCCC2)cc1OC	-3	-10	21	16	92	0.6	85	-6	-1
CCOc1ccc(Br)cc1S(=O)(=O)N1CCC(C(=O)O)CC1	6	-10	0	-10	106	1.5	105	-1	-18
CCn1cc(CN2CCN(CCc3ccccc3)C(CCO)C2)c(C)n1 (centres undefined)	0	-9	-2	3	108	-0.1	111	2	14
Cc1n(-c2ccccc2)c2ccc(Cl)cc2[n+]1CCO	0	2	8	10	102	1.9	105	9	-1
Cn1c(=O)c(=O)n(C)c2cc(S(=O)(=O)N3CC(=O)N(CCc4ccccc4)C(=O)C3)ccc21	-4	0	7	-6	96	2.7	99	-3	3
COc1cccc(S(=O)(=O)c2nc(C)c3c(n2)CCC3)c1	2	-4	8	-25	97	1.3	101	-5	-3
O=C(Nc1nnc(-c2ccncc2)o1)c1ccc2ccccc2c1	1	-27	25	3	100	-0.4	102	0	-47
CN(Cc1ccc(Cl)cc1)C(=O)c1ccc2ccccc2n1	-6	-34	-7	-8	97	-3.0	101	-8	-5
CCOc1ccccc1CNC(=O)c1cc2occc2n1C	8	-13	26	2	108	-1.6	109	6	6
CCOc1ccc(NC(=O)NC2(C(=O)NCc3ccco3)CCCCC2)cc1	-2	-15	2	-4	96	-0.4	100	-9	-13
COC(=O)c1cccc(NC(=O)CN2CCN(c3ccc(OC)cc3)CC2)c1	4	-16	-11	-7	101	-1.4	102	-2	2
O=C(NCc1ccc(Cl)cc1)c1ccc(COCC(F)(F)F)o1	8	-9	0	5	109	-1.8	106	0	-5
CCc1nn2c(NCCCO)cc(C)nc2c1-c1ccc(F)cc1	3	-17	-7	4	105	-0.3	101	-5	-5
Cc1ccc(CCCOC(=O)CN2CCCCC2)cc1	-8	-8	7	-11	100	-0.2	102	-6	-2
CCC1(C(=O)OC)NC(c2ccccc2OC)C2C(=O)N(C)C(=O)C21 (centres undefined)	0	2	-5	-2	103	-0.3	103	-1	9
CN(CCc1ccccn1)C(=O)Nc1ccc(Cl)cc1	5	-11	0	6	99	-1.7	103	-5	-4
O=[N+]([O-])c1cccc(-c2nnc3n2CCCCC3)c1	5	-9	0	0	101	0.3	98	-4	18
CCOc1ccc(NC(=O)CN2CCc3ccccc3C2)cc1	9	-14	0	0	113	0.4	104	-7	-3
Cc1cc(C)nc(-n2ncc3c2CC(c2ccccc2C)CC3=O)n1 (centres undefined)	0	-9	3	6	103	-1.1	137*	-3	-1
O=C(c1cccc(NS(=O)(=O)c2cccc([N+](=O)[O-])c2)c1)N1CCOCC1	10	-2	6	-2	114	-1.7	108	10	-10
CCCC(O)(CCC)C(=O)NN(C(=O)CCl)c1cccc(C)c1	-1	-4	16	4	97	0.8	93	0	0
N#C/C(=C/c1cn[nH]c1-c1ccc(Br)cc1)C(=O)O	-22	-7	-7	-6	84	-1.7	83	-3	9
Cc1cccc(C(=O)N/N=C/c2ccccn2)c1	-2	0	-1	-1	102	-0.3	103	-10	-2
O=C(NNC(=S)NC(=O)c1ccccc1[N+](=O)[O-])c1ccc(Cl)cc1Cl	-1	-6	10	-11	102	-1.8	103	-2	-90
COc1ccc(N2CCN(CC(=O)Nc3ccccc3SC)CC2)cc1	0	-8	-3	5	98	0.0	99	-9	9
Cc1ccc(/C=N/NC(=O)c2cc(C3CC3)nc3ccccc23)o1	5	-3	3	9	109	-3.0	107	-2	3
COc1ccc(CCNC(=O)/C(C#N)=C2\N=C(NC(=O)c3cccs3)c3ccccc32)cc1	-1	-1	11	-47	98	4.9	120	-4	4
Cc1ccc(C)c(C(=O)CCC(=O)NCc2ccc(Cl)cc2)c1	-2	-16	7	8	95	0.2	103	0	-2
COc1ccccc1N1CCSC1C(N)=O (centres undefined)	11	2	-4	3	105	-0.8	106	9	-4
C=CCn1c(COc2ccc(Cl)cc2)nnc1SCC(=O)N1CC(=O)Nc2ccccc21	0	-37	-14	16	96	0.1	101	6	-14
CCOC(=O)C(=NC1CCS(=O)(=O)C1)NNc1ccc(Br)cc1 (centres undefined)	-1	6	1	-1	101	-0.9	102	-2	4
COc1ccc(C)cc1N(C(=O)c1ccc(F)cc1)c1nc2ccccc2s1	6	-9	7	30	98	5.8	92	4	-15
CC(c1ccccc1)c1nnc(NC(=O)Nc2ccccc2)s1 (centres undefined)	-9	-12	11	-8	88	-2.7	97	-10	-6
Cc1cc(C)c2nc(SCc3ccc([N+](=O)[O-])cc3)nc(C)c2c1	4	1	2	-17	101	9.0	98	-2	-14
CCOc1cnc(-c2ccc(OC)cc2)o1	3	-2	2	-17	104	-3.6	102	-3	11
COCCCN1CN(Cc2ccco2)CNC1=S	5	-1	4	7	100	1.1	107	-3	6
Cc1cc(C)nc(Nc2cccc(Cl)c2)n1	0	-5	-6	4	104	-1.2	103	-10	10
O=C(N/N=C/c1cn(-c2cccs2)nc1-c1ccccc1)c1ccc(O)cc1	2	-13	3	-8	101	0.8	105	-3	-21
CCc1cc(CNC(=O)CC2C(=O)NCCN2Cc2ccc(-c3ccccc3)cc2)on1 (centres undefined)	15	-28	-38	-9	121	-0.8	110	-10	-4
Cc1ccc(C)c(NC(=O)CCc2nnc3ccc(NCc4ccco4)nn23)c1	4	-17	7	2	99	-0.6	104	5	23
Cc1nn(-c2ccccc2)c2sc(C(=O)NNC(=O)COc3ccccc3)cc12	-7	-8	-2	11	92	0.4	97	0	55*
O=C(NCCc1ccccc1)Oc1ccc(Cl)cc1	-1	-2	-1	4	99	-4.3	97	-5	11
Cc1cc(Cl)ccc1NC(=S)NCC(O)c1ccccc1 (centres undefined)	-1	-8	-5	-33	98	4.5	101	-8	10
COC(=O)c1cccc(NC(=O)Cn2nnc3ccccc32)c1	-9	-1	-2	-2	98	-1.6	97	-3	17
Cc1ccccc1COC(=O)c1cc([N+](=O)[O-])ccc1N1CCOCC1	6	-21	4	-7	107	-0.5	102	2	-3
COc1ccc(CC(=O)Nc2nc(-c3ccccc3)c(C(C)=O)s2)cc1OC	-10	-20	-11	-14	89	0.4	88	-3	-26
COc1ccc(C(=O)c2coc3ccc(O)c(CN4CCCC4)c23)cc1	13	6	2	5	113	-0.5	105	/	4
COc1ccc(NC(=O)C2CC(=O)N(CCc3ccc(F)cc3)C2)c(OC)c1 (centres undefined)	-5	-24	-4	-9	95	0.8	100	-3	7
CCN(CC)CCN1C(=O)c2oc3ccccc3c(=O)c2C1c1ccc(F)cc1 (centres undefined)	-8	1	-1	-10	92	0.6	91	-3	3
CCc1c(C)c2ccc(OC3CCCCC3=O)cc2oc1=O (centres undefined)	-2	-19	14	0	107	-3.6	101	-11	17
O=C(Nc1nc(-c2ccccc2)c(C(=O)c2ccccc2)s1)c1ccc(S(=O)(=O)N2CCCC2)cc1	0	-1	5	-23	102	9.0	135*	5	-75
Cc1ccc(NC(=O)c2ccco2)c([N+](=O)[O-])c1	8	7	14	8	102	-3.0	102	-2	-9
CCCC(C(=O)NC1CCCCC1)N(CC1CCCO1)C(=O)CNS(=O)(=O)c1ccc(F)cc1 (centres undefined)	3	-23	6	-12	107	0.4	105	-4	24
COC(=O)c1ccc2c(=O)n(CCN3CCOCC3)c(SCC(=O)c3ccccc3)nc2c1	0	-5	21	-10	90	-5.5	96	3	8
Cc1cnn(-c2ccc3nnc(-c4ccc(Br)cc4)n3n2)c1	-5	-2	3	-1	97	-1.9	100	-2	4
